RPL19A-GFP yeast: modulators of TOR pathway RPL19A-GFP in S. cerevisiae. percent response vs DMSO, % at 10 µM. hit rate 0.3% among 330,000. S. cerevisiae RPL19A-GFP strain, flow cytometry, 3 h; active compounds read low. AID 2025;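 active = percent response vs DMSO below 50%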;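 also: median channel GFP fluorescence of the barcoded RPL19A-GFP strain; ratio of sample median GFP to plate DMSO average so 100% = DMSO; lower means less RPL19A-GFP as with rapamycin TOR inhibition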
AGP1 TOR yeast: yeast TOR pathway AGP1-GFP modulation | AID 2066 | GFP response vs DMSO, % at 10 µM | S. cerevisiae AGP1-GFP multiplex flow cytometry, 3 h; GFP as percent of DMSO wells | hit rate 0.02% among 320,000;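 active = GFP response relative to DMSO above a set limit, near screen average plus 3 SD, cut at about 150% in these data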;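 also: median GFP channel fluorescence of the gated AGP1 strain per well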
JMJD2C inh: blocks human GASC-1 demethylase activity; GST-JMJD2C(1-420) H3K9me3 demethylation, DELFIA europium; Q9H3R0; AID 2099; hit rate 0.069% among 330,000; inhibition, % at 2.35 µM;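 active = more than half of a compound's replicate wells show inhibition beyond 50%, single wells judged on their own value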;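 also: signal counts dimethyl H3K9 product captured on neutravidin plate; 0% = median of DMSO wells and 100% = 0.3 times that DMSO median; strong numbers were not always called active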
LAP4-GFP MLPCN: yeast TOR pathway LAP4-GFP modulation; S. cerevisiae LAP4-GFP multiplex, flow cytometry GFP, 3 h; median GFP as percent of DMSO wells; AID 2023; GFP response vs DMSO, % at 10 µM; hit rate 0.34% among 320,000;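 active = GFP response vs DMSO above a set limit, about the screen mean plus 3 SD, cut at about 150% in these data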
MEP2 TOR yeast: modulators of TOR pathway MEP2-GFP in S. cerevisiae; S. cerevisiae MEP2-GFP strain, flow cytometry GFP, 3 h; 100% = DMSO control level; GFP response vs DMSO, % at 10 µM; hit rate 0.51% among 330,000; AID 2016;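 active = GFP response versus DMSO above a set limit, roughly screen mean plus 3 SD, cut at about 180% in these data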;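 also: median GFP fluorescence of the barcode-gated MEP2-GFP cells per well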
CIT2-GFP yeast: modulators of TOR pathway CIT2-GFP in S. cerevisiae; S. cerevisiae CIT2-GFP strain, flow cytometry, 3 h; 100 means same as DMSO wells; GFP response vs DMSO, % at 10 µM; hit rate 0.065% among 320,000;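 active = GFP response relative to DMSO above a set limit, near the screen mean plus 3 SD, cut at about 150% in these data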;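 also: ratio of well median GFP fluorescence to mean of DMSO wells on the plate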
VLA-4 inh: inhibition in a human VLA-4 binding assay | P13612 | AID 2557 | VLA-4 expressing cells, ligand binding flow cytometry | hit rate 0.2% among 330,000 | inhibition, % (about 7 µM as worked out from the volumes in the protocol); in the data active = inhibition above about 50%
Target sequence (P13612 whole entry, looked up): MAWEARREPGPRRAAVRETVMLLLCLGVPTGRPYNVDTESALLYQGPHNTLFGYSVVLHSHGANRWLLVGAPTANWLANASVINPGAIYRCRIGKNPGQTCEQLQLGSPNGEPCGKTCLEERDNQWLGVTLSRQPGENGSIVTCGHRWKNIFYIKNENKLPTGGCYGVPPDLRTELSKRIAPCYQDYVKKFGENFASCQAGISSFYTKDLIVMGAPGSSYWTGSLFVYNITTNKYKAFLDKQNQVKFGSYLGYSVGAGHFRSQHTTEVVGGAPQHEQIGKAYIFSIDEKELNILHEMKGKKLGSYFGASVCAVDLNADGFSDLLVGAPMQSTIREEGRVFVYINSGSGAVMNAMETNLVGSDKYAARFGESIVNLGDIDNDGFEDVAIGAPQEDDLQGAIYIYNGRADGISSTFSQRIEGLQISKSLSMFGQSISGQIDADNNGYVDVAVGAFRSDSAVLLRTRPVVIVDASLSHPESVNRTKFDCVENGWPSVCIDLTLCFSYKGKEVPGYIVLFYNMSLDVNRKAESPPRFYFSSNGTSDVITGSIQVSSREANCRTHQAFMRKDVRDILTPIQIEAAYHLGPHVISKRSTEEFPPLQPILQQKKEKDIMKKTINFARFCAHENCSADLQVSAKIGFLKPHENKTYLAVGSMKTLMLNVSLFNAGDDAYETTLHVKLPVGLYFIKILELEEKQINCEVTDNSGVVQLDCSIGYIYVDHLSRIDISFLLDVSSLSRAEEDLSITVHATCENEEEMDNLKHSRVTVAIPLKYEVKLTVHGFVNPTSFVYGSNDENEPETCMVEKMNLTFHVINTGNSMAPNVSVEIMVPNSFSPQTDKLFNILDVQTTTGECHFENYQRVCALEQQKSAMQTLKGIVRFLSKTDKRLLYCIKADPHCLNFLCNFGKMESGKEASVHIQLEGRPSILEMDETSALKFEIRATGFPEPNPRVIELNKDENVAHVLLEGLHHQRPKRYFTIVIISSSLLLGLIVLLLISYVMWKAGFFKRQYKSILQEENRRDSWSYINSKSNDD
GRK2 aptamer HTS: human GRK2 inhibition via aptamer displacement; P25098; bead flow cytometry, FAM-aptamer displacement from GRK2; inhibition of aptamer binding, % at 10 µM; hit rate 0.59% among 330,000; AID 488847;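 active = inhibition of aptamer binding above 40%, roughly 3 SD of noise, on plates passing a quality check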;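 also: median bead fluorescence of bound FAM aptamer so fluorescent compounds give negative values; no value below 0 was filed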
Active calls of the source: *.

What do the screens show for `Cc1ccc(C2c3c(oc4ccc(Cl)cc4c3=O)C(=O)N2CCCN2CCOCC2)o1` (stereo not drawn)?
RPL19A-GFP yeast: 96; AGP1 TOR yeast: 103; JMJD2C inh: -1; LAP4-GFP MLPCN: 88; MEP2 TOR yeast: 86; CIT2-GFP yeast: 124; VLA-4 inh: -26; GRK2 aptamer HTS: 0

How did CC(C)(C)c1cc[n+](/C(C(=S)NC2CC2)=C(/[O-])c2ccc(Cl)s2)cc1 do in these assays?
RPL19A-GFP yeast: 103; AGP1 TOR yeast: 105; JMJD2C inh: -18; LAP4-GFP MLPCN: 99; MEP2 TOR yeast: 99; CIT2-GFP yeast: 105; VLA-4 inh: -11; GRK2 aptamer HTS: 4

How did Cn1c(C(=O)OC(C(=O)NCc2ccco2)c2ccncc2)cc2sccc21 (stereo not drawn) do in these assays?
RPL19A-GFP yeast: 99; AGP1 TOR yeast: 102; JMJD2C inh: -21; LAP4-GFP MLPCN: 95; MEP2 TOR yeast: 102; CIT2-GFP yeast: 103; VLA-4 inh: 5; GRK2 aptamer HTS: 0

What do the screens show for `CCOc1cc(NC(=O)C(C)C)c(OCC)cc1NC(=O)Nc1ccccc1`?
RPL19A-GFP yeast: 94; AGP1 TOR yeast: 92; JMJD2C inh: 3; LAP4-GFP MLPCN: 88; MEP2 TOR yeast: 102; CIT2-GFP yeast: 103; VLA-4 inh: -7; GRK2 aptamer HTS: 0

What do the screens show for `COCCNC(=S)N/N=C(\C)c1ccc(OC)cc1`?
RPL19A-GFP yeast: 101; AGP1 TOR yeast: 97; JMJD2C inh: -15; LAP4-GFP MLPCN: 99; MEP2 TOR yeast: 104; CIT2-GFP yeast: 97; VLA-4 inh: 9; GRK2 aptamer HTS: 0

How did CCNC(=S)NNC(=O)CCn1cc(C)cn1 do in these assays?
RPL19A-GFP yeast: 100; AGP1 TOR yeast: 98; JMJD2C inh: -5; LAP4-GFP MLPCN: 93; MEP2 TOR yeast: 101; CIT2-GFP yeast: 103; VLA-4 inh: 16; GRK2 aptamer HTS: 2

Results for O=c1[nH]c(=O)n(C2CCCCCC2)c(O)c1C=NCc1ccc(F)cc1 ?
RPL19A-GFP yeast: 107; AGP1 TOR yeast: 106; JMJD2C inh: 4; LAP4-GFP MLPCN: 106; MEP2 TOR yeast: 102; CIT2-GFP yeast: 102; VLA-4 inh: -4; GRK2 aptamer HTS: 1

What do the screens show for `CC1(C)CN(c2ccc(N3CC(C)(C)C3=O)cc2)C1=O`?
RPL19A-GFP yeast: 90; AGP1 TOR yeast: 92; JMJD2C inh: -3; LAP4-GFP MLPCN: 91; MEP2 TOR yeast: 87; CIT2-GFP yeast: 94; VLA-4 inh: 13; GRK2 aptamer HTS: 0

How did COc1ccc(S(=O)(=O)Nc2cc(S(=O)(=O)c3ccccc3)c(O)cc2C)cc1 do in these assays?
RPL19A-GFP yeast: 103; AGP1 TOR yeast: 107; JMJD2C inh: 1; LAP4-GFP MLPCN: 105; MEP2 TOR yeast: 104; CIT2-GFP yeast: 118; VLA-4 inh: 8; GRK2 aptamer HTS: 0

How did CN(NS(=O)(=O)c1ccccc1)c1nc2ccccc2nc1C(F)(F)F do in these assays?
RPL19A-GFP yeast: 102; AGP1 TOR yeast: 103; JMJD2C inh: -15; LAP4-GFP MLPCN: 110; MEP2 TOR yeast: 100; CIT2-GFP yeast: 93; VLA-4 inh: -3; GRK2 aptamer HTS: 0

What do the screens show for `CCCOc1ccc(/C(O)=C2\C(=O)C(=O)N(CCCOC)C23C(=O)N(C)c2ccccc23)cc1` (stereo not drawn)?
RPL19A-GFP yeast: 101; AGP1 TOR yeast: 105; JMJD2C inh: 7; LAP4-GFP MLPCN: 102; MEP2 TOR yeast: 111; CIT2-GFP yeast: 109; VLA-4 inh: 14; GRK2 aptamer HTS: 1

Results for CSCc1ccc(C(=O)N2CCCC(Nc3ccc(F)cc3)C2)o1 (stereo not drawn) ?
RPL19A-GFP yeast: 102; AGP1 TOR yeast: 100; JMJD2C inh: 10; LAP4-GFP MLPCN: 92; MEP2 TOR yeast: 94; CIT2-GFP yeast: 100; VLA-4 inh: 10; GRK2 aptamer HTS: 0

How did COCCCn1c(SCC(=O)NC2CCCC2)nnc1-c1ccccc1 do in these assays?
RPL19A-GFP yeast: 101; AGP1 TOR yeast: 97; JMJD2C inh: 8; LAP4-GFP MLPCN: 99; MEP2 TOR yeast: 105; CIT2-GFP yeast: 101; VLA-4 inh: 23; GRK2 aptamer HTS: 2

Results for O=C(O)c1cc(NCc2ccc3c(c2)OCO3)ccc1N1CCOCC1 ?
RPL19A-GFP yeast: 98; AGP1 TOR yeast: 109; JMJD2C inh: 6; LAP4-GFP MLPCN: 84; MEP2 TOR yeast: 106; CIT2-GFP yeast: 86; VLA-4 inh: -6; GRK2 aptamer HTS: 5

What do the screens show for `COc1ccc(C(C)=O)cc1COC(=O)C1CC(=O)N(Cc2ccccc2)C1` (stereo not drawn)?
RPL19A-GFP yeast: 114; AGP1 TOR yeast: 100; JMJD2C inh: 10; LAP4-GFP MLPCN: 81; MEP2 TOR yeast: 99; CIT2-GFP yeast: 111; VLA-4 inh: -1; GRK2 aptamer HTS: 10

Results for Cc1ccc(Nc2nc(Nc3ccc(C)cc3)nc(SC3=NCCS3)n2)cc1 ?
RPL19A-GFP yeast: 103; AGP1 TOR yeast: 106; JMJD2C inh: 7; LAP4-GFP MLPCN: 103; MEP2 TOR yeast: 102; CIT2-GFP yeast: 107; VLA-4 inh: 2; GRK2 aptamer HTS: 4

Results for CSc1ncccc1C(=O)OCC(=O)c1ccccc1 ?
RPL19A-GFP yeast: 99; AGP1 TOR yeast: 103; JMJD2C inh: -3; LAP4-GFP MLPCN: 103; MEP2 TOR yeast: 90; CIT2-GFP yeast: 93; VLA-4 inh: 0; GRK2 aptamer HTS: 4

How did COc1ncnc2c1NC1=C(S2)C(=NCCC(=O)O)CC(C)(C)C1 do in these assays?
RPL19A-GFP yeast: 94; AGP1 TOR yeast: 100; JMJD2C inh: 5; LAP4-GFP MLPCN: 102; MEP2 TOR yeast: 108; CIT2-GFP yeast: 103; VLA-4 inh: -2; GRK2 aptamer HTS: 3

What do the screens show for `CCOc1ccc(NC(=O)CN2CCN(S(=O)(=O)c3ccc(Cl)cc3)CC2)cc1`?
RPL19A-GFP yeast: 104; AGP1 TOR yeast: 99; JMJD2C inh: 5; LAP4-GFP MLPCN: 98; MEP2 TOR yeast: 102; CIT2-GFP yeast: 120; VLA-4 inh: 22; GRK2 aptamer HTS: 2

Results for Cc1ccc(C2CC(c3cccs3)=NN2C(=O)CSC2=NN3CCCC(=O)N=C3S2)cc1 (stereo not drawn) ?
RPL19A-GFP yeast: 95; AGP1 TOR yeast: 94; JMJD2C inh: -1; LAP4-GFP MLPCN: 96; MEP2 TOR yeast: 93; CIT2-GFP yeast: 89; VLA-4 inh: -4; GRK2 aptamer HTS: 0

How did Cc1nnc(NC(=O)c2ccccc2Br)s1 do in these assays?
RPL19A-GFP yeast: 102; AGP1 TOR yeast: 101; JMJD2C inh: 1; LAP4-GFP MLPCN: 104; MEP2 TOR yeast: 107; CIT2-GFP yeast: 104; VLA-4 inh: 3; GRK2 aptamer HTS: 1

How did COc1ccc(OCC(=O)Nc2nnc(-c3ccco3)s2)cc1 do in these assays?
RPL19A-GFP yeast: 104; AGP1 TOR yeast: 103; JMJD2C inh: 0; LAP4-GFP MLPCN: 100; MEP2 TOR yeast: 103; CIT2-GFP yeast: 101; VLA-4 inh: 3; GRK2 aptamer HTS: 3

Results for CC(=O)Nc1ccc(S(=O)(=O)NCCCCNS(=O)(=O)c2ccc(NC(C)=O)cc2)cc1 ?
RPL19A-GFP yeast: 93; AGP1 TOR yeast: 95; JMJD2C inh: 6; LAP4-GFP MLPCN: 92; MEP2 TOR yeast: 95; CIT2-GFP yeast: 97; VLA-4 inh: -62; GRK2 aptamer HTS: 1

How did O=C(Nc1ccc(Nc2ccccc2)cc1)c1ccccc1 do in these assays?
RPL19A-GFP yeast: 99; AGP1 TOR yeast: 102; JMJD2C inh: 25; LAP4-GFP MLPCN: 130; MEP2 TOR yeast: 105; CIT2-GFP yeast: 101; VLA-4 inh: 17; GRK2 aptamer HTS: 100*

Random excerpt: four compounds from above, in no set order.
How did COc1ncnc2c1NC1=C(S2)C(=NCCC(=O)O)CC(C)(C)C1 do in these assays?
RPL19A-GFP yeast: 94; AGP1 TOR yeast: 100; JMJD2C inh: 5; LAP4-GFP MLPCN: 102; MEP2 TOR yeast: 108; CIT2-GFP yeast: 103; VLA-4 inh: -2; GRK2 aptamer HTS: 3

How did COCCCn1c(SCC(=O)NC2CCCC2)nnc1-c1ccccc1 do in these assays?
RPL19A-GFP yeast: 101; AGP1 TOR yeast: 97; JMJD2C inh: 8; LAP4-GFP MLPCN: 99; MEP2 TOR yeast: 105; CIT2-GFP yeast: 101; VLA-4 inh: 23; GRK2 aptamer HTS: 2

Results for Cc1ccc(C2CC(c3cccs3)=NN2C(=O)CSC2=NN3CCCC(=O)N=C3S2)cc1 (stereo not drawn) ?
RPL19A-GFP yeast: 95; AGP1 TOR yeast: 94; JMJD2C inh: -1; LAP4-GFP MLPCN: 96; MEP2 TOR yeast: 93; CIT2-GFP yeast: 89; VLA-4 inh: -4; GRK2 aptamer HTS: 0

Results for CSc1ncccc1C(=O)OCC(=O)c1ccccc1 ?
RPL19A-GFP yeast: 99; AGP1 TOR yeast: 103; JMJD2C inh: -3; LAP4-GFP MLPCN: 103; MEP2 TOR yeast: 90; CIT2-GFP yeast: 93; VLA-4 inh: 0; GRK2 aptamer HTS: 4

Next section.
What do the screens show for `Cc1nc(C(=O)N2CCC(n3nccc3NC(=O)Nc3ccccc3Cl)CC2)cs1`?
RPL19A-GFP yeast: 97; AGP1 TOR yeast: 93; JMJD2C inh: 6; LAP4-GFP MLPCN: 97; MEP2 TOR yeast: 95; CIT2-GFP yeast: 94; VLA-4 inh: -1; GRK2 aptamer HTS: 2

How did CN(C)CCNC(=O)c1onc(CSc2nc3ccccc3[nH]2)c1C(=O)NCCN(C)C do in these assays?
RPL19A-GFP yeast: 99; AGP1 TOR yeast: 83; JMJD2C inh: -10; LAP4-GFP MLPCN: 109; MEP2 TOR yeast: 97; CIT2-GFP yeast: 70; VLA-4 inh: 47; GRK2 aptamer HTS: 5

Results for CCN(CC)S(=O)(=O)c1ccc(-c2cn3ccc(C)cc3n2)cc1 ?
RPL19A-GFP yeast: 97; AGP1 TOR yeast: 96; JMJD2C inh: -2; LAP4-GFP MLPCN: 87; MEP2 TOR yeast: 99; CIT2-GFP yeast: 101; VLA-4 inh: 10; GRK2 aptamer HTS: 0

What do the screens show for `COC(=O)c1ccc2c(c1)NC(=O)C1CCCN21` (stereo not drawn)?
RPL19A-GFP yeast: 103; AGP1 TOR yeast: 108; JMJD2C inh: 4; LAP4-GFP MLPCN: 101; MEP2 TOR yeast: 109; CIT2-GFP yeast: 105; VLA-4 inh: -27; GRK2 aptamer HTS: 0

How did Cc1c(NC(=O)CSc2nnc(-c3cccc(Cl)c3)o2)c(=O)n(-c2ccccc2)n1C do in these assays?
RPL19A-GFP yeast: 97; AGP1 TOR yeast: 99; JMJD2C inh: 0; LAP4-GFP MLPCN: 96; MEP2 TOR yeast: 87; CIT2-GFP yeast: 104; VLA-4 inh: 15; GRK2 aptamer HTS: 1

Bioassay records from PubChem.
